Assay outcomes as filed in PubChem.
TGFb SMAD3 inh – inhibitors of TGF-b signaling | Potency, µM (top dose mostly 46.1 µM), without a hit: at the top dose activity, negative = inhibition, usual class: inhibitors | HepG2 CAGA-GFP TGF-b/SMAD3 reporter, GFP fluorescence, 18 h; TGF-beta stimulated, 500 pg/mL final | 410,000 compounds, 1.2% hits; further: potency means the concentration at half of the fitted maximal effect; on the % scale 0 is the no-effect control and ±100 the full control effect; nearly all actives have a fitted effect of over 65% in size
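HEPG2 CAGA-GFP cells (1000/well, DMEM with 1% FBS) were pre-incubated 2 h at 37 degrees C, given compound by pin tool, then stimulated with TGF-beta at 500 pg/mL final for 18 h before per-cell GFP fluorescence imaging.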
MCF10A rereplic – DNA re-replication induction in MCF 10a cells; MCF 10A DNA re-replication, Hoechst nuclear intensity, 48 h; Potency, µM (doses to about 46.1 µM), for the others: at the highest dose activity, positive = re-replication, most hits filed as activators; AID 624296; 350,000 compounds, 2.9% hits; further: potency means the concentration at half of the fitted maximal effect; % of control where 0% means no effect; nearly all actives have a fitted effect of over 50% in size
ATXN viability – reduces viability in counter-screen for ATXN expression inhibitors. S2 cells (HEK-293 line with an ATXN2-luciferase reporter) viability, CellTiter-Fluor protease fluorescence, 24 h. Potency, µM (top dose mostly 56.7 µM), hits mostly cytotoxic. 400,000 compounds, 0.49% hits. AID 651635; further: potency means the concentration at half of the fitted maximal effect; nearly all actives have a fitted effect of over 40% in size
IL-1B inflam inh – inflammasome signaling inhibition, IL-1 beta readout. THP-1 LPS/ATP IL-1B secretion, AlphaLISA, 16 h; active compounds read low. activity change, % at 57.5 µM. 360,000 compounds, 4.7% hits; in the data active means activity change below about -50%; inconclusive means mostly about -30% to -49%; further: on the % scale 0 is the no-effect control and ±100 the full control effect
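THP-1 cells pretreated 1 hr with compounds (up to 57.5 uM final), then stimulated with LPS (250 ng/mL final) plus ATP (1.25 mM final); secreted IL-1B measured by AlphaLISA after 16 hr, decreased signal indicating inhibition.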
Nrf2 inh – blocks Nrf2 signaling; A549 ARE-Fluc reporter, luciferase luminescence, 18-24 h; 360,000 compounds, 2.1% hits; Potency, µM (doses to about 46 µM), for inactives: top-dose activity change, negative = inhibition, hits mostly inhibitors; further: potency means the concentration at half of the fitted maximal effect; on the % scale 0 is the no-effect control and ±100 the full control effect; nearly all actives have a fitted effect of over 60% in size
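Quantitative HTS in A549 cells stably bearing an antioxidant response element-firefly luciferase construct. Inhibition of Nrf2-driven transcription was scored by luminescence after 18-24 h of compound exposure at 37 °C.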
A549 tox – A549 cytotoxicity, counter-screen for Nrf2 inhibitors; A549 ARE-Fluc cells, CellTiter-Fluor viability, 18-24 h; 390,000 compounds, 0.16% hits; Potency, µM (doses to about 46 µM), for the others: top-dose activity change, negative = cytotoxicity, most hits filed as inhibitors; further: potency means the concentration at half of the fitted maximal effect; on the % scale 0 is the no-effect control and ±100 the full control effect
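Cytotoxicity counterscreen: CellTiter-Fluor fluorescence was measured in A549 ARE_Fluc cells after 18-24 h of compound exposure in a concentration series. The subsequent BugLite luminescent read reports ARE-luciferase activity.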
HepG2 tox – HepG2 cytotoxicity, counter-screen for TGF-b inhibitors. HepG2 CAGA-GFP viability, ATP luminescence, 18 h. Potency, µM (titrated, usually from 46.1 µM), inactives show top-dose activity change, negative = cytotoxicity, usual class: cytotoxic. 410,000 compounds, 0.76% hits. AID 588856; further: potency means the concentration at half of the fitted maximal effect; some results filed as inactive show a strong effect at the top dose
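CellTiter-Glo luminescence gave cytotoxicity after 18 hours at 37 degrees C. The cells were HepG2 CAGA-GFP in 1% FBS DMEM, stimulated with 500 pg/mL TGF-beta after compound addition. %Activity was normalised to no-cell wells (complete cell-killing) and DMSO (no toxicity), and curves were fitted and classified.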
Nrf2 activator – activates Nrf2 signaling; AREc32 ARE-luciferase reporter (MCF7-derived line), luminescence, 24 h; 410,000 compounds, 0.31% hits; Potency, µM (top dose mostly 46.1 µM), for the others: at the highest dose activation, most hits filed as activators; AID 624171; further: potency means the concentration at half of the fitted maximal effect; % of control where 0% means no effect; nearly all actives have a fitted effect of over 65% in size
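AREc32 cells carrying an ARE-driven firefly luciferase, 1000 cells/well in OPTI-MEM with 5% FBS, dosed after overnight attachment and incubated 24 hr at 37 deg C. Steady-Glo luminescence read after 30 min at RT.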
ATXN2 expr inh – reduces ATXN2 reporter expression in HEK-293 cells | HEK-293 ATXN2-luciferase reporter, luminescence, 24 h | Potency, µM (doses to about 57 µM), for the others: at the top dose activity change, negative = inhibition, hits mostly inhibitors | 360,000 compounds, 0.72% hits; further: potency means the concentration at half of the fitted maximal effect; on the % scale 0 is the no-effect control and ±100 the full control effect; nearly all actives have a fitted effect of over 55% in size
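ATXN2-luciferase reporter cells (luciferase flanked by upstream and downstream ATXN2 gene portions) were treated 24 h at 37 °C with compounds at up to 57 uM. SteadyGlo luminescence gave expression; GF-AFC fluorescence gave viability.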
The depositor's hits bear a star; i = inactive; ? = inconclusive; · = no result given; & = joins results of further samples; [ ] = another dose, or the depositor's remark. Unless noted, the call rests on the fitted dose curve; in most records, active means well fitted curve in the direction sought with a large enough effect; inconclusive means small, poorly fitted or top-dose-only effect, or another doubt; inactive means no such curve, though single readings can be large; an effect the other way counts as inactive or inconclusive.

structure	TGFb SMAD3 inh	MCF10A rereplic	ATXN viability	IL-1B inflam inh	Nrf2 inh	A549 tox	HepG2 tox	Nrf2 activator	ATXN2 expr inh
Cc1ccc(-c2nnc(Nc3ccc(C(=O)N(C)C)cc3)c3ccccc23)cc1S(=O)(=O)NCC1CCCO1 (stereo not given)	-4%	29%	i	-23	-16%	1%	-55%	4.9%	9%
NS(=O)(=O)c1cc(Cl)c(NC(=O)COC(=O)c2ccccn2)c(Cl)c1	7%	-5%	?	11	5%	8%	13%	-0.2%	9%
C=CCOC1=CS(=O)(=O)N(Cc2ccc(Br)cc2)c2ccc(Br)cc21	-19%	2%	i	27	-17%	-2%	-22%	5.9%	0%
O=[N+]([O-])c1ccc(OCCN2CCNCC2)cc1	-3%	1%	?	4	10%	3%	2%	-0.4%	·
Cn1nnnc1NC(=O)c1ccccc1Cl	4%	-3%	?	16	0%	-4%	10%	0.6%	-31%
COc1ccc(Cn2c(SCC(N)=O)nc3c(sc4ccccc43)c2=O)cc1	38%[activator]	·	i	·	·	?	2%	0.3%	10%
CC1(C)CC(n2c(=S)[nH]c3ccccc3c2=O)CCO1 (stereo not given)	-4%	11%	i	20	-17%	-2%	-6%	-0.4%	9%
CCCCN(CCCNC(=O)C1CCN(S(=O)(=O)CC)CC1)c1ccccc1	-19%	-4%	i	?	0%	-2%	-13%	0.2%	-16%
Cc1cccc(N2CCN(C(=O)c3ccc4nccnc4c3)CC2C)c1 (stereo not given)	1%	6%	?	25	-1%	2%	-5%	-0.2%	-6%
CCOC(=O)c1ccc2[nH]c(CSc3nnc(-c4cccc(F)c4)n3C)cc(=O)c2c1	14%	·	i	·	·	-15%	0%	-0.6%	10%
COC(=O)CSc1nc(-c2ccc(C)cc2)c2c(c1C#N)CCCC2	-18%	?	i	0	-24%	-14%	-22%	0.3%	-19%
COc1ccc(Oc2nc3c(c(=O)n(C)c(=O)n3C)n2Cc2ccc(Cl)cc2Cl)cc1	-12%	·	i	·	·	0%	-11%	5.1%	1%

Later entries
structure	TGFb SMAD3 inh	MCF10A rereplic	ATXN viability	IL-1B inflam inh	Nrf2 inh	A549 tox	HepG2 tox	Nrf2 activator	ATXN2 expr inh
CCCC[C@@H]1CNC(=S)N1CC1CCCCC1	-5%	17%	?	-6	10%	-1%	-19%	-0.6%	?
O=c1[nH]c(CN2CCN(c3ccccc3)CC2)nc2ccccc12	-5%	1%	i	21	-22%	4%	-25%	5.9%	9%
CN(C)C(=S)Nc1ccc(S(=O)(=O)N2CCCCC2)cc1	6%	-1%	i	1	-15%	0%	-16%	-0.8%	-21%
Cc1ccccc1C(=O)Nc1nnc(SCC(=O)NCc2ccco2)s1	-6%	10%	i	8	?	3%	-18%	8.5%	-35%
CSc1nc(C)c2cc(C)oc2n1	-8%	-1%	i	0	·	-13%	2%	0.1%	5%
NS(=O)(=O)c1ccccc1	-3%	-6%	i	24	8%	-2%	-3%	-0.1%	5%
CCCCCCCCCC(=O)N/N=C(\C)c1cccnc1	-4%	?	i	2	-17%	8%	-45%	0.4%	0%
CCc1nc2c(OCCc3cccc(OC)c3)cccn2c1N(C)C(=O)c1ccc(C)cc1	31%[activator]	·	i	-8	·	·	1%	3.8%	-14%
Cc1ccc(S(=O)(=O)Nc2ccc(C(=O)NCCCN3CCOCC3)cc2)cc1[N+](=O)[O-]	-4%	-3%	i	4	1%	1%	-6%	-0.2%	-5%
COc1cc(-c2cccs2)cc(=O)c2c(C)oc(C)c12	-2%	-1%	i	?	-22%	-2%	-22%	9.7%	0%
O=C(Cn1cnnn1)Nc1ccccc1Cc1ccccc1	5%	2%	i	-1	-3%	11%	1%	-0.5%	-6%
COc1ccc(-n2cnnc2SCC(=O)NC2CC2)cc1	-11%	·	?	17	·	·	13%	0.5%	·

(continued)
structure	TGFb SMAD3 inh	MCF10A rereplic	ATXN viability	IL-1B inflam inh	Nrf2 inh	A549 tox	HepG2 tox	Nrf2 activator	ATXN2 expr inh
OCCC1CN(Cc2cccn2-c2cccnc2)CCN1C1CCCCC1 (stereo not given)	1%	-10%	i	-2	8%	-1%	-7%	0.1%	27%
CCOC(=O)CC(NC(=O)c1cccs1)c1ccc(OCC)cc1 (stereo not given)	2%	7%	i	42	1%	-5%	-19%	-0.8%	-8%
CCC(=O)NC(=S)Nc1cccc(NC(=O)c2ccccc2)c1	-14%	4%	i	-5	-8%	4%	-16%	0.4%	-20%
CCN1CCN(Cc2ccc(NC(=O)c3cc(NC(=O)C4=NN(c5ccccc5)C(=O)C4)cc(OC)c3)cc2C(F)(F)F)CC1	10%&-20%	15%	i	-3&-5	-4%	0%	-5%&-16%	-0.1%&-0.1%	-4%&-13%
COc1ccc2c(c1)CCN(C(=O)CCl)C2C1C(=O)CCCC1=O (stereo not given)	5%	18%	i	0	7%	-7%	0%	2.3%	·
Cc1ccnc(NS(=O)(=O)c2ccc(-n3cccn3)cc2)c1	3%	0%	i	15	-1%	1%	7%	0.0%	·
CC1=C(c2ccc(C(C)C)cc2)S(=O)(=O)N=C1N1CCC(C(=O)NCc2ccco2)CC1	9%	·	i	·	?	-15%	-3%	9.1%	-5%
Cc1nc(SCC(=O)Nc2ccc(Cl)cc2[N+](=O)[O-])nc(C)c1C	3%	0%	i	0	-7%	14%	4%	0.1%[9.22 µM]	-6%
CC1CCCC(C)N1/N=C/c1ccc(C#N)cc1 (stereo not given)	-1%	0%	i	-1	13%	0%	0%	-0.3%	-7%
Cc1ccc(CCNC(=O)C2CCCN(c3nnc(C)c4c(C)n(-c5ccccc5)nc34)C2)cc1 (stereo not given)	6%	·	?	·	10%	-12%	-13%	0.0%	-13%
COCCn1c(SCC(=O)NCc2ccccc2)nnc1-c1ccco1	2%	-3%	i	-24	29%	-1%	-1%	0.0%	-2%
COc1cccc(-c2cc3nc4c(c(N5CCC6(CC5)OCCO6)n3n2)CCC4)c1	4%	?	i	-2	?	2%	9%	0.0%	0%

The list continues.
structure	TGFb SMAD3 inh	MCF10A rereplic	ATXN viability	IL-1B inflam inh	Nrf2 inh	A549 tox	HepG2 tox	Nrf2 activator	ATXN2 expr inh
Cn1c(=O)[nH]c2nnc(-c3ccc(Cl)c(Cl)c3)nc2c1=O	-5%	-1%	i	-17	?	-3%	-9%	2.0%	29%
CCN(CC(=O)Nc1ccc(NC(C)=O)cc1)c1ccc(C(F)(F)F)cn1	3%	-2%	i	-6	?	-3%	3.5µM*	-0.4%	5%
O=C(CCC1CCCN(Cc2ccc3c(c2)OCCO3)C1)NCc1ccc(F)c(F)c1 (stereo not given)	12%	22%	i	-4	10%	16%	-4%	0.4%	·
CC(C)CNC(=O)c1ccc(COc2ccc(Cl)cc2Cl)o1	8%	27%	i	?	?	0%	-24%	0.4%	-9%
Cc1cc(/C=C(\C#N)C(=O)NCC2CCCO2)c(C)n1-c1ccc(Cl)cc1 (stereo not given)	3%	3%	?	-2	-28%	-16%	-31%	7.5%	-11%
C=CCNC(=S)N1CCc2[nH]c3ccccc3c2C1	-2%	6%	i	-17	-5%	0%	3%	3.4%	-18%
COc1ccc(OCC(=O)Nc2nnc3n2CCS3)cc1	1%	·	i	·	·	-9%	4%	-0.1%	2%
CN(C)CCn1c2c(c(SCC(=O)NCc3ccccc3)nc1=O)CCC2	-5%	19%	i	-10	5%	1%	0%	-0.2%	5%
CC(C)N1CC2(c3ccccc3)CN(C(C)C)CC(c3ccccc3)(C1)C2=O	8%	-3%	i	-7	2%	6%	3%	-0.3%	-11%
CC(C)NCCOc1cccc(Br)c1	5%	28%	i	-9	2%	-3%	-6%	2.7%	-12%
Cc1c(NC(=O)/C(C#N)=C/c2ccccc2)c(=O)n(-c2ccccc2)n1C	-3%	5%	i	-4	-8%	20%	-7%	-0.9%	0%
O=C(Cc1ccc(F)cc1)Nc1nnc2n1CCS2	2%	·	i	·	·	0%	-10%	0.5%	6%

Additional records follow:
structure	TGFb SMAD3 inh	MCF10A rereplic	ATXN viability	IL-1B inflam inh	Nrf2 inh	A549 tox	HepG2 tox	Nrf2 activator	ATXN2 expr inh
N#CC1=C(SCC(=O)Nc2ccccc2)NC(=O)CC1c1ccco1 (stereo not given)	-9%	-3%	i	-7	2%	-1%	-25%	0.0%	48%[activator]
Nc1nc2ccccc2n1/N=C/c1ccc2c(c1)OCO2	-24%	-6%	i	-19	?	-7%	-14%	3.2%	63%[activator]
Cc1ccnc(NS(=O)(=O)c2ccc(NC(=O)c3cc(-c4ccc(Br)cc4)nc4ccccc34)cc2)n1	-17%	?	i	-21	?	-12%	-28%	4.9%	-12%
CCOc1ccc(NC(=S)NC(C)C(c2ccccc2)N2CCN(C)CC2)cc1 (stereo not given)	38%[activator]	0%	i	-3	-8%	-14%	3%	0.1%	0%
CN(C)c1ccc(C(CNS(=O)(=O)c2ccc3ccccc3c2)N2CCOCC2)cc1 (stereo not given)	12%	4%	i	-10	18%	1%	4%	0.0%	5%
Nc1nc(Br)c2c(F)cccc2c1-c1ccc(Cl)cc1	?	7.3µM*	?	-8	?	9%	-22%	25%	-4%
O=C1NC(c2ccccc2)(C(F)(F)F)SC2=NCCCN12 (stereo not given)	-3%	-7%	i	-5	6%	-4%	-26%	-0.1%	-2%

Reprinted from the entries so far for reference:
structure	TGFb SMAD3 inh	MCF10A rereplic	ATXN viability	IL-1B inflam inh	Nrf2 inh	A549 tox	HepG2 tox	Nrf2 activator	ATXN2 expr inh
Nc1nc(Br)c2c(F)cccc2c1-c1ccc(Cl)cc1	?	7.3µM*	?	-8	?	9%	-22%	25%	-4%
O=C1NC(c2ccccc2)(C(F)(F)F)SC2=NCCCN12 (stereo not given)	-3%	-7%	i	-5	6%	-4%	-26%	-0.1%	-2%

Rows are unselected; about 8.8% have a hit in one of these screens.
